Bioassay records deposited in PubChem BioAssay by Icahn School of Medicine at Mount Sinai.
RBX1-CUL1 inh: inhibitors of human ROC1-CUL1 ubiquitin ligase activity | AID 1347404, 2020 | E3 ubiquitin-protein ligase RBX1 (Homo sapiens) + Cullin-1 (Homo sapiens), P62877+Q13616 | actives 0.6% (n = 140,000) | inhibition, % at 10 µM | in vitro K48 di-Ub FRET, acceptor:donor ratio, 45 min; in the data active means inhibition above about 25%
Target sequence (P62877 whole entry, looked up): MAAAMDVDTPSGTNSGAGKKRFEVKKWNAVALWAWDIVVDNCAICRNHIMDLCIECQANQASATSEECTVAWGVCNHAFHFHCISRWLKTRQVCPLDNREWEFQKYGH
Target sequence (Q13616 whole entry, looked up): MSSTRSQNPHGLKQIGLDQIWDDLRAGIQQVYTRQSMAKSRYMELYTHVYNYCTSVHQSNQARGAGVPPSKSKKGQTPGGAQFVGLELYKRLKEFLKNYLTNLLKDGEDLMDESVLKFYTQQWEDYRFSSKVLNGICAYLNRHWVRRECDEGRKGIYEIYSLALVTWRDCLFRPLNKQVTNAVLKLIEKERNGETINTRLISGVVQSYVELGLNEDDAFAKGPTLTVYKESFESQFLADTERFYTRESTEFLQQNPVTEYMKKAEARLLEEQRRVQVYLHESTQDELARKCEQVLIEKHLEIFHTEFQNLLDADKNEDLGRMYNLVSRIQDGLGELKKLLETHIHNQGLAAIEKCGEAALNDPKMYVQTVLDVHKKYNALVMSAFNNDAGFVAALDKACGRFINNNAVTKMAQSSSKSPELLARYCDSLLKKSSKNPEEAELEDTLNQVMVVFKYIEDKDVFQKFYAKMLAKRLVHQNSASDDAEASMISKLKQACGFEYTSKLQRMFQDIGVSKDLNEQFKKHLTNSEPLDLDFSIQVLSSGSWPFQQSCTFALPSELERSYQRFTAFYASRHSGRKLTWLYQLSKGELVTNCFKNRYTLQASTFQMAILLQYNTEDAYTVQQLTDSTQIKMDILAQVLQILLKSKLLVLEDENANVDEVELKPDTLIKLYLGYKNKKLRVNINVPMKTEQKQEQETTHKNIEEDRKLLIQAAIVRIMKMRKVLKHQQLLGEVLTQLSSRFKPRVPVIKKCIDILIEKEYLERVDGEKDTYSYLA
Numbers without * were called inactive.

Sample of the layout (five entries):
SMILES	RBX1-CUL1 inh
CCc1c(C)nc(SCc2nc(-c3ccccc3)no2)[nH]c1=O	-3
CC(=O)Nc1ccc2c(=O)[nH]cnc2c1	-4
Cc1ccc(NC(=O)C(=O)NCC(c2cccnc2)N2CCc3ccccc3C2)cc1 (stereo unspecified)	-1
Cc1c(C(=O)Nc2ccn(Cc3c(F)c(F)cc(F)c3F)n2)c(-c2ccccc2)nn1-c1ccccc1	-8
CC1(C)CC(=O)C2=C(C1)OC(=N)C(C#N)C21C(=O)N(CC(=O)OCc2ccccc2)c2ccccc21 (stereo unspecified)	3

Main list (from the top)
SMILES	RBX1-CUL1 inh
CCc1c(C)nc(SCc2nc(-c3ccccc3)no2)[nH]c1=O	-3
CC(=O)Nc1ccc2c(=O)[nH]cnc2c1	-4
Cc1ccc(NC(=O)C(=O)NCC(c2cccnc2)N2CCc3ccccc3C2)cc1 (stereo unspecified)	-1
Cc1c(C(=O)Nc2ccn(Cc3c(F)c(F)cc(F)c3F)n2)c(-c2ccccc2)nn1-c1ccccc1	-8
CC1(C)CC(=O)C2=C(C1)OC(=N)C(C#N)C21C(=O)N(CC(=O)OCc2ccccc2)c2ccccc21 (stereo unspecified)	3
Cc1ccc(Nc2sc(C(=O)c3ccccc3)c(N)c2S(=O)(=O)c2ccccc2)cc1Cl	-6
O=C(CSc1nc2sc3c(c2c(=O)[nH]1)CCCCC3)c1ccccc1	6
O=C(Cc1ccc(Cl)cc1)OC/C=C/c1ccccc1	-1
Cc1cc(CN(C)C(=O)c2coc(COc3cccc(C(F)(F)F)c3)n2)on1	-8
COc1ccc(C(=O)N2CCCC2)c(OC2CCN(C(=O)C3CC=CCC3)CC2)c1 (stereo unspecified)	1
CSc1ccc(-c2cc(C(=O)O)c3cc(Br)ccc3n2)cc1	-3
O=C(CSc1nc2ncccc2[nH]1)Nc1cc(F)ccc1F	1
Cc1ccccc1NC(=O)c1ccc(S(=O)(=O)N2CCOCC2)cc1	0
CCc1cccc(NC(=O)CCn2c(=O)c3cccn3c3cccnc32)c1	7
CCS(=O)(=O)c1ncc(CN2CCC(O)CC2)n1CCCc1ccccc1	4
CC(=O)OC1c2ccccc2CSc2ccc(Cl)cc21 (stereo unspecified)	-2
CCOc1ccc(N=C(N)N=C2N=C(CSc3nnc(C)s3)CC(=O)N2)cc1	-6
CCC1CCCCN1C(=O)c1cc2nc(-c3ccc(F)cc3)cc(C(F)(F)F)n2n1 (stereo unspecified)	0
CCCCCCSc1nc(-c2ccccc2)cc(=O)[nH]1	-9
Cc1ccc(NC(=O)c2cc(S(=O)(=O)N3CCCCC3)c[nH]2)cc1N(C)C	-3
COC1CCN(c2nc3nonc3nc2NCc2cccs2)CC1	-9
CCOc1ccc(Cn2nnc(C(=O)Nc3ccc(Cl)cc3)c2N)cc1	-13
COc1ccc(OC)c(/C=C(\C)C(=O)C2=C(C)CC(C)=NC2=O)c1	2
CCC(c1ccccc1)c1nn2c(-c3ccccn3)nnc2s1 (stereo unspecified)	3
COc1ccccc1NC(=O)CSc1nnc(-c2ccccc2C)o1	-2

Looked up above.
RBX1-CUL1 inh, COc1ccc(OC)c(/C=C(\C)C(=O)C2=C(C)CC(C)=NC2=O)c1 reads 2
RBX1-CUL1 inh, Cc1c(C(=O)Nc2ccn(Cc3c(F)c(F)cc(F)c3F)n2)c(-c2ccccc2)nn1-c1ccccc1 reads -8

(list continues)
SMILES	RBX1-CUL1 inh
Cc1cccc(C)c1NC(=O)Cn1c(=O)sc2ccccc21	-5
CCN(CC)c1ccc([N+](=O)[O-])cc1/C=N/NC(=O)CCCO	7
CSc1n[nH]c(NCc2ccccc2)n1	5
CC(C)=NNc1nc(-c2ccccc2)cs1	3
CC1=Nc2nc(SCc3ccccc3Cl)nn2C(c2cccs2)C1C(=O)Nc1ccc(C)cc1C (stereo unspecified)	-4
O/N=C1\CCCc2c1[nH]c1ccccc21	-13
O=C(c1cn(CCN2CCCCC2)nn1)N1CCCC1c1nccs1 (stereo unspecified)	7
CCCCCCOC(=O)c1ccccc1NC(=O)C1C(=O)c2ccccc2N(C)C1=O (stereo unspecified)	13
Cc1cccc(OCC(=O)Nc2ccc3oc(-c4ccccc4F)nc3c2)c1	8
COc1ccc(OCC(=O)Nc2cc(-c3cccc(Cl)c3)nn2-c2ccccc2)cc1	2
Cc1cccc(OC(=O)C(c2ccccc2)c2ccccc2)c1	-5
COc1cccc(CN2C[C@@H]3C[C@@H](c4ccc(C)s4)N4CCC[C@@]34C2=O)c1	2
CN(C)C(=O)OCCCc1n(C)cc[n+]1C	2
COCC(=O)N1c2nc(C(C)C)nn2C2(CCCCC2)[C@@H]2CCCC[C@@H]21	0
O=C(NC(NC(=S)Nc1ccc(Cl)cc1Cl)C(Cl)(Cl)Cl)c1cccc(Br)c1 (stereo unspecified)	-4
Cc1ccc(OCC(=O)OCc2cc(=O)n3nc(C4CC4)sc3n2)cc1C	-8
CN1C/C(=C\c2ccsc2)C(=O)/C(=C/c2ccsc2)C1	6
Cc1ccc(-c2nc3ncccc3o2)cc1NC(=O)c1ccc(Br)o1	13
COC(=O)C1C(C)=NC(=O)NC1c1cn(-c2ccccc2)nc1-c1ccc(Br)cc1 (stereo unspecified)	-2
O=C(COc1ccc(Br)cc1)Nc1nnc(C2CCCCC2)s1	2
N/C(=N\O)c1cncc(N2CCC3(CC2)OCCO3)n1	4
NC(=O)C1CCN(C(=O)NC2CCCC2)CC1	4
CCOc1cc(CNn2cnnc2)cc(Br)c1OCC(=O)NC(C)(C)C	-1
Clc1ccc(C2C3CCCCC3(N3CCCC3)ON2c2ccccc2)cc1 (stereo unspecified)	5
Cc1ccc(C(=O)Oc2cccc(C3C4=C(N=C5C3C(=O)NC(=O)N5C)c3ccccc3C4=O)c2)cc1 (stereo unspecified)	0
(list continues)
SMILES	RBX1-CUL1 inh
CCCCOc1ccc(-c2nnc(-c3ccccc3F)n2-c2ccccc2)cc1	3
CCOc1ccc(NS(=O)(=O)c2ccc3c(c2)C(=O)C(C(=O)N(C)Cc2ccccc2)C=N3)cc1 (stereo unspecified)	3
COCC(=O)N1CCc2cc(OC)c(OC)cc2C1COc1ccc2c(C)cc(=O)oc2c1 (stereo unspecified)	2
CC(=O)c1cc2cc3c(cc2s1)OCO3	12
Cc1ccc(C(=O)c2sc(Nc3ccc(F)cc3)nc2N)c(C)c1	-1
COc1ccc(-c2nnc(SCC(=O)N/N=C(\C)c3ccc(O)cc3)n2-c2ccc(OC)cc2)cc1	-6
O=C(NCc1ccccc1Cl)c1ccc(Cn2c(SCc3ccccc3)nc3cccnc32)cc1	-5
CCOc1ccc(C(=O)Nc2cc3nn(-c4ccc(OC)cc4)nc3cc2C)cc1[N+](=O)[O-]	1
COc1ccc(-n2nc(C(=O)N3CCCCC3)c3c4ccccc4n(C)c3c2=O)cc1Cl	-2
Cc1cc(C)c(C2C3=C(CCCC3=O)OC(=N)C2C#N)c(C)c1COc1ccc(Cl)cc1 (stereo unspecified)	-2
CN(C(=O)c1cc(-c2ccccc2)on1)C1CCCCC1	1
C1=Nc2ccccc2-c2ccccc2N1	1
COc1cc(/C=C2\SC(=S)N(C(C(=O)O)C(C)C)C2=O)cc(OC)c1OC (stereo unspecified)	1
O=C(O)c1ccc(-n2c(-c3ccccc3)n[nH]c2=S)cc1	-4
CC1=NC2(O)c3ccccc3C(=O)C2(O)C1C(=O)OCC(C)C (stereo unspecified)	-13
COc1ccc(N2CCN(C(=O)CC#N)CC2)cc1	5
COc1ccc(C2(C(=O)NCCCN(C)C)CCOCC2)cc1	-1
COCCCNC(=O)c1ccc2nc(Cc3ccc(OC)cc3)oc2c1	-3
Cc1ccc(S(=O)(=O)NC(=O)COc2ccccc2C(N)=O)cc1	-1
COCCn1c(CCc2ccccc2)nnc1SCC(=O)Nc1ccc(C)c(Cl)c1	1
COc1cccc(OCc2nc(C(=O)NC(C)c3nc(C)sc3C)co2)c1 (stereo unspecified)	0
COc1cc(Cl)cc(Cl)c1C1Oc2ccccc2C2CC(c3ccccc3)=NN21 (stereo unspecified)	7
Cc1cnc(CNCC2(O)CCCN(CC3CCCCC3)C2=O)cn1 (stereo unspecified)	-6
CN(C)CC/C=C1\c2ccccc2Sc2cc(F)c(Cl)cc21	1
COc1ccccc1-c1cc(=O)n2[nH]c(SC)nc2n1	-2

Entries from the list above that contain a cyano group, in the order listed:
SMILES	RBX1-CUL1 inh
CC1(C)CC(=O)C2=C(C1)OC(=N)C(C#N)C21C(=O)N(CC(=O)OCc2ccccc2)c2ccccc21 (stereo unspecified)	3
Cc1cc(C)c(C2C3=C(CCCC3=O)OC(=N)C2C#N)c(C)c1COc1ccc(Cl)cc1 (stereo unspecified)	-2
COc1ccc(N2CCN(C(=O)CC#N)CC2)cc1	5

Next compounds.
SMILES	RBX1-CUL1 inh
CCOc1ccc(-c2nonc2NC(=O)c2oc3ccc(CC)cc3c2C)cc1	-8
Cc1ccc(NC(=O)c2ccccc2NC(=O)C2CC=CCC2C(=O)O)cc1 (stereo unspecified)	3
C=CCN1C(=O)C2(OCCO2)c2c(Cl)ccc(Cl)c21	6
CCc1ccc(/C=N/NC(=O)C2CC(=O)N(c3ccc(C)cc3)C2)cc1 (stereo unspecified)	8
COc1ccccc1OC1CCN(C(=O)c2ccc(-n3cc(NC(=O)c4ccoc4)cn3)cc2)CC1	8
CCCOc1ccc(Cc2c(O)nc(SC)[nH]c2=O)cc1C	-4
Cc1ccc(C(=O)N(Cc2ccco2)Cc2sccc2C)cc1	8
Cc1ccsc1C(=O)C1CCCN(S(=O)(=O)N(C)C)C1 (stereo unspecified)	4
O=C(c1c2oc(-c3ccc(Cl)cc3)ccc-2c2ccccc12)C(F)(F)F	-14
Cc1ccc(C)n1-c1ccc(C(N)=O)cc1	2
CCOC(=O)c1nn(-c2ccc(Br)cc2)cc1C(=O)c1ccc2ccccc2c1	2
CCCC(CCC)C(=O)Nc1ccc(C(=O)Nc2ccccc2C(=O)O)cc1	5
CCOCCc1nn2c(=O)cc(COC(=O)c3ccccc3NC(=O)c3cccs3)nc2s1	-7
S=C1NCCOCCOCCOCCOCCN1	2
CCOC(=O)c1c(CSC(=N)N)n(C)c2cc(Br)c(OC(C)=O)cc12	9
COc1ccccc1N1CCN(C(=O)C2CCN(Cc3ccccc3)CC2)CC1	17
COc1ccc(-c2nc(CN(C)C(C)c3cccs3)c(C)o2)c(OC)c1C (stereo unspecified)	2
COC(=O)N/N=C/c1ccc(N(C)C)cc1	3
CCOc1ccc(N(CC)S(=O)(=O)N2CCCC(C(=O)Nc3cc(Cl)ccc3OC)C2)cc1 (stereo unspecified)	0
CCOC(=O)N1CCC(NC(=O)C2CC23CCN(C(=O)c2ccc(-n4cccn4)cc2)CC3)CC1 (stereo unspecified)	5
Cc1ccc(OCC(=O)OC2CCN(C)CC2)cc1	-2
CC(=O)c1cccc(NC(=O)c2ccc(C)cc2)c1	-8
O=C(/C(=C(\[O-])c1ccccc1)[n+]1ccc2ccccc2c1)c1ccc([N+](=O)[O-])cc1	3
COC(=O)C1=C(O)CSC1=Nc1cccc(Cl)c1	2
COc1cccc(CNC(=O)c2ccc(-n3c(C)cc4c3CCC(C)C4)cc2)c1 (stereo unspecified)	-4

Overlap with the part before: two entries; new compounds follow.
SMILES	RBX1-CUL1 inh
COC(=O)C1=C(O)CSC1=Nc1cccc(Cl)c1	2
COc1cccc(CNC(=O)c2ccc(-n3c(C)cc4c3CCC(C)C4)cc2)c1 (stereo unspecified)	-4
CCc1ccc(NC(=O)CCc2c(C)nn(-c3ccc(N4CCCC4)nn3)c2C)cc1	1
CC(C)c1ccc(C2c3c(oc4ccc(Cl)cc4c3=O)C(=O)N2CCCN2CCOCC2)cc1 (stereo unspecified)	1
CCCn1c(-c2ccc(S(=O)(=O)N3CCC(C)CC3)cc2)csc1=Nc1ccccc1	0
Cn1c(Cc2ccccc2)nnc1SCc1c(F)cccc1Cl	-10
CCCN1CCC(NCc2ccc(OCC(O)CN3CCN(C)CC3)cc2)CC1 (stereo unspecified)	-4
CC(C)(C)NNC(=O)c1ccc(C(=O)NNC(C)(C)C)cc1	4
CCOC(=O)c1c(N=NC2C(=O)NN=C2c2ccccc2)n[nH]c1C (stereo unspecified)	0
CC(C)CN1CC(=NC(=O)N2CCN(c3ccc(F)cc3)CC2)c2ccccc2C1=O	3
CC(C)NS(=O)(=O)Cc1ccc(Br)cc1	-4
CCN(CC)c1ccc(C2C3=C(CCCC3=O)OC(=N)C2C#N)cc1 (stereo unspecified)	10
COc1ccc(CN2CC(=O)N(c3ccccc3SC)C(C)C2)cc1O (stereo unspecified)	2
COc1ccccc1Oc1ccc(NC(=O)CCCC(=O)O)cc1	3
O=c1[nH]c(N2CCCC2)nc2sc3c(c12)CCCC3	-5
O=C(c1cc(-c2ccc(Br)cc2)nc2ccccc12)N1N=C(C(F)F)CC1(O)C(F)F (stereo unspecified)	-4
Cc1cc(C2(c3ccc(O)c(C)c3)C(=O)N(C)c3ccc(Br)cc32)ccc1O	-7
CCOC(=O)c1c(C)[nH]c(C)c1S(=O)(=O)N1CCCC(C(=O)NCc2ccc(N(C)C)cc2)C1 (stereo unspecified)	-9
Cc1cc(C)cc(-n2nnc(C(=O)N(C)c3ccccc3)c2C)c1	-2
CN(C)C(=O)CCSc1nnc(-c2ccncc2)o1	0
C=CCSc1nc2sc3c(c2c(=O)[nH]1)CCC3	5
CCSc1nc2c(c(=O)n(C)c(=O)n2C)n1Cc1ccccc1C	-8
C=CCn1cccc(/C=C/C(=O)c2ccc(C(C)(C)C)cc2)c1=S	2
Cc1cc(OCCn2c(C3CC(=O)N(Cc4ccc(F)cc4)C3)nc3ccccc32)ccc1Cl (stereo unspecified)	4
O=C(Nc1cc(Br)c(O)c(Br)c1)c1cccc(NC(=O)c2ccco2)c1	9
O=C(Nc1ccc(C(=O)N2CCCCC2)cc1)c1nsc2ccccc12	4
Cn1ccnc1Sc1ccc(S(N)(=O)=O)cn1	5
COC(=O)COc1cccc(/C=N/NC(=O)CN(c2cccc(C)c2C)S(=O)(=O)c2ccccc2)c1	3
NC(=O)C1CCN(c2ncnc3c2cnn3-c2ccccc2)CC1	2

Not all compounds are listed. The share of hits here may be higher or lower than overall.
